GalR3 antag = antagonists of human GalR3; O60755; HEK293 GalR3-CNG cAMP membrane potential fluorescence; galR3 body fused to GalR1 C-terminus; inhibition, % at 3 µM; hit rate 0.44% among 360,000;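 active = inhibition above the screen-wide average plus 3 SD, cut at about 13% in these data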;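 note: forskolin and galanin both at EC90 stimulate the cells; cAMP rise reported by CNG channel membrane potential dye signal; 0% = forskolin plus galanin with DMSO and 100% = forskolin alone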
Target sequence (O60755 1-299 limits assumed): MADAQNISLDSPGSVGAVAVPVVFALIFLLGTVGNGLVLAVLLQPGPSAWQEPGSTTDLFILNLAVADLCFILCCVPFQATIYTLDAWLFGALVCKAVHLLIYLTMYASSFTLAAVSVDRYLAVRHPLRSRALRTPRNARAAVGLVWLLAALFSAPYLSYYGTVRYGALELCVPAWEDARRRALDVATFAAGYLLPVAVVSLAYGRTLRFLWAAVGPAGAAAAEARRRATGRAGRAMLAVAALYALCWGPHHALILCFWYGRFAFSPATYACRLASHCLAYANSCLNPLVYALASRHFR
OXTR ag = agonists of human oxytocin receptor | hit rate 0.32% among 320,000 | CHO-OTR cells, Fluo-8 calcium fluorescence; normalized: DMSO 0%, oxytocin 100% | P30559 | activation, % at 3 µM | AID 2435;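 active = activation above the mean of all tested compounds plus 3 SD, cutoff set per screening run, cut at about 20% in these data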;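 note: peak over basal fluorescence ratio from a 100 s FLIPR kinetic read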
V1aR counter = V1a receptor agonism, counter-screen for OXTR agonists; CHO-V1R cells, Fluo-8 calcium fluorescence, agonist mode; 0% DMSO, 100% 3 nM vasopressin; activation, % at 3 µM; hit rate 0.25% among 320,000; AID 2797;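 active = activation above the mean activation of all tested compounds plus 3 SD, per screening run, cut at about 20% in these data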;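 note: signal is peak over basal fluorescence ratio across a 100 second FLIPR read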
Target sequence (P37288 whole entry, looked up): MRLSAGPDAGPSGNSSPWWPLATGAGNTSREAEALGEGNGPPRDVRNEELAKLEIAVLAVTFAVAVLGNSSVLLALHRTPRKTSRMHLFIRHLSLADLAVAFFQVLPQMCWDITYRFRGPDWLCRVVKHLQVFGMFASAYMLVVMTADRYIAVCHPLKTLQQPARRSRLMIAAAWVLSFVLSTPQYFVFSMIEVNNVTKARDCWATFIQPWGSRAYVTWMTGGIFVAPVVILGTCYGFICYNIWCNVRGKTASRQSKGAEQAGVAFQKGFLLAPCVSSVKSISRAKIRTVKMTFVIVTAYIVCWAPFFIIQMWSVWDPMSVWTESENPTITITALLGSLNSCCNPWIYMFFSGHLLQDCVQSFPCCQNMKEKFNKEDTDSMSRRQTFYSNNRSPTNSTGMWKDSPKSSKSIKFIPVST
* marks the source's active call; other numbers are inactive results. An excerpt; count on the stated rates, not on these rows.

canonical_smiles	GalR3 antag	OXTR ag	V1aR counter
CCN(CC)S(=O)(=O)c1ccc2c(c1)nc(SCC(=O)NCC1CCCO1)n2CC (centres undefined)	-2.8	-0.7	0.5
CCC1(c2ccc(OC)cc2)NC(=O)N(CC(=O)NC2CCCCC2C)C1=O (centres undefined)	-4.6	-1.9	-0.3
COc1cc2c(-c3ccccc3)c(C)oc2cc1/C=N/NC(N)=S	-6.7	-1.1	-0.1
Cc1cccc(C(C)C)c1NC(=O)CN1C(=O)NC2(CCc3ccccc32)C1=O (centres undefined)	-0.5	-1.0	-0.8
COc1cc2c(C#CCCO)c(-c3ccc(C#N)cc3)oc(=O)c2cc1OC	-4.0	1.4	-0.4
COc1ccc(CC(=O)NNC(=O)COc2ccc(C)cc2)cc1S(=O)(=O)N1CCOCC1	-0.9	-0.9	1.1
COc1ccc(OC)c(NC(=O)Nc2ccc(O)c3ccccc23)c1	0.2	0.1	0.6
CCOC(=O)C1=C(COC(=O)Cc2c(F)cccc2Cl)NC(=O)NC1C (centres undefined)	-4.1	1.3	2.1
O=C(c1cccc(Cl)c1)N1CCC(=O)N(C(CO)Cc2ccccc2)CC1 (centres undefined)	-1.9	1.7	-0.2
CCOc1ccc(N2CC(C(=O)NCCCc3ccccc3)CC2=O)cc1 (centres undefined)	-6.5	-2.4	-0.1
COCCCN(C(=O)c1cc(C)oc1C)c1c(N)n(CC(C)C)c(=O)[nH]c1=O	-1.7	0.0	-0.5
CCN(Cc1ccccc1)C(=O)c1cccc(S(=O)(=O)N2CCN(Cc3ccccc3)CC2)c1	0.1	4.7	5.7
CCOC(=O)C1=CC[C@@H](c2cccc(C)c2)N(S(=O)(=O)c2ccc(C)cc2)[C@H]1C(=O)OCC	-5.1	-1.6	0.1
Cc1ccc2cccc(OCC(=O)Nc3cccc(S(=O)(=O)N4CCCC4)c3)c2n1	-0.1	2.1	6.0
COc1ccc(S(=O)(=O)N2CCN(C(=O)c3cc(C)on3)CC2)cc1	9.0	0.6	1.4

Arranged by number of heavy atoms (falling): some entries from above
canonical_smiles	GalR3 antag	OXTR ag	V1aR counter
Cc1cccc(C(C)C)c1NC(=O)CN1C(=O)NC2(CCc3ccccc32)C1=O (centres undefined)	-0.5	-1.0	-0.8
CCOc1ccc(N2CC(C(=O)NCCCc3ccccc3)CC2=O)cc1 (centres undefined)	-6.5	-2.4	-0.1
COc1cc2c(-c3ccccc3)c(C)oc2cc1/C=N/NC(N)=S	-6.7	-1.1	-0.1

Going on with the list:
canonical_smiles	GalR3 antag	OXTR ag	V1aR counter
COc1cccc(CN(C)C(=O)c2ccccc2SCC(=O)N2CCCC2)c1	-3.6	0.3	1.0
CC(Oc1cccnc1[N+](=O)[O-])C(=O)Nc1ccc(F)cc1 (centres undefined)	1.1	0.1	0.2
COC(=O)C1CCN(S(=O)(=O)CCNC(=O)c2ccc(F)cc2)CC1	-3.3	-0.7	0.4
c1cc(CN2CCCCC2)cc(OCCCNc2nc3ccccc3s2)c1	-4.7	7.4	2.4
O=C(OCC(=O)N1CCCc2ccccc21)c1c(F)cccc1F	4.3	-1.3	-1.4
COc1ccccc1NC(=O)CNC(=O)CC12CC3CC(CC(C3)C1)C2	-1.8	-0.2	0.3
CC1CCCCC1NC(=O)CSC1=Nc2ccccc2C2CC=NN12 (centres undefined)	7.3	-1.4	-0.6
Cc1ccc(S(=O)(=O)NCC(=O)NNC(=O)c2ccccc2Cl)cc1C	0.8	-0.1	0.6
O=C(Cn1nnc(-c2ccccc2)n1)Nc1cccc(S(=O)(=O)N2CCCC2)c1	-3.7	4.6	3.4
CN(CC(=O)Nc1cccc(F)c1)C(=O)CN1C(=O)C2CCCCC2C1=O (centres undefined)	-1.8	2.5	0.1
OC(c1ccccc1)(c1ccccc1)c1ccn[nH]1	-3.2	-0.5	-0.2
CC(Sc1ccccc1F)C(=O)Nc1ccc2c(c1)OCCO2 (centres undefined)	-4.8	-0.5	-0.2
CC(=O)Nc1ccc(S(=O)(=O)N[C@@H](C)C(=O)OCC(=O)c2ccc[nH]2)cc1	-1.0	-0.8	-0.1
COc1ccc(CCNC(=O)c2ccc(OCc3c(C)noc3C)cc2)cc1OC	-6.1	1.5	2.8
CCN(C[C@H]1N[C@@](C)(C(=O)OC)[C@H]2C(=O)N(C)C(=O)[C@@H]12)C(C)=O	-5.3	1.1	2.2
COc1cc2c(C#CCCCO)c(-c3ccc(C#N)cc3)oc(=O)c2cc1OC	-2.1	0.2	-0.2
CCCCN(C(=O)CSCC(=O)Nc1ccc(C)cc1)c1c(N)n(CCCC)c(=O)[nH]c1=O	-3.3	-0.5	-0.4
CCNc1nnc(SCC(=O)c2c(N)n(C3CC3)c(=O)[nH]c2=O)s1	-1.3	-0.3	1.3
COc1ccc(-c2cc(C(=O)N/N=C/c3cccnc3)c3ccccc3n2)c(OC)c1	1.8	-0.1	0.7
Cc1ccc(NC(=O)CN(C)C(=O)COC(=O)CNS(=O)(=O)c2ccc(F)c(F)c2F)cc1	-2.2	-0.5	-0.3
CCOc1cc(N2CCOCC2)c(OCC)cc1NC(=O)CN1C(=O)NC2(CCCCC2)C1=O	-6.9	0.6	-0.3
O=C(CNC(=O)c1cccc(F)c1)OCCOc1cccc(Cl)c1	-3.6	-2.0	-1.6
CN1CCN(c2ccc(NC(=O)c3cccc(S(=O)(=O)N4CCCC4)c3)cc2)CC1	-1.5	0.5	0.5
COc1ccccc1OCCNC(=O)c1ccc2c(c1)OCCO2	-0.5	0.3	0.9
Nc1c(N(Cc2ccco2)C(=O)COc2ccccc2F)c(=O)[nH]c(=O)n1Cc1ccccc1	1.6	-0.1	0.3
O=C(COC(=O)c1ccc(Cl)nc1)Nc1c(Cl)cccc1C(F)(F)F	-3.9	-0.9	0.6
Cc1cccc(NC(=O)c2nc[nH]c2C(=O)NCCCCCNC(=O)OC(C)(C)C)c1	-6.3	-0.7	-0.3
COc1cccc(NC(=O)CN(C)C(=O)c2cc(C)on2)c1	-1.0	-0.5	0.3
CCC(=O)Nc1ccc(C(=O)COC(=O)c2nc3nccc(C)n3n2)cc1	-5.1	-0.3	0.0
O=C(C[C@@H]1C/C=C\C[C@@H](Cc2ccc(F)cc2)C(=O)OCCNC1=O)NCCO	-5.0	2.0	2.1
O=C(CSc1n[nH]c(-c2cccs2)n1)NCCc1ccccc1	-3.9	-0.9	0.7
CCCCn1c(N)c(N(CC)C(=O)C2CCC2)c(=O)[nH]c1=O	-3.7	0.0	-0.2
N#Cc1ccccc1S(=O)(=O)N1CCN(C(=O)CN2CCCSc3ccccc32)CC1	-6.8	-0.6	1.4
Cc1ccc(NC(=O)CSCC(=O)NCCc2ccccc2)c(C)c1	0.9	-1.5	-0.5
Cc1ccc(N2CC(C(=O)Nc3cccc(C(=O)NC4CC4)c3)CC2=O)cc1 (centres undefined)	-7.3	-0.5	0.4
C=C(C)c1sc(-c2ccc(Cl)cc2)nc1C	-1.0	0.7	-0.4
Cc1cc(C)cc(NC(=O)Cc2ccc(S(=O)(=O)N3CCCC3)s2)c1	-0.2	0.4	1.2
CCC1(c2ccc(F)cc2)NC(=O)N(CC(=O)Nc2cccc(S(=O)(=O)N3CCCCC3)c2)C1=O (centres undefined)	-0.5	3.5	6.0
CCN(CC(=O)NCc1ccc(Cl)cc1)C(=O)CSc1ccccc1F	5.1	-1.9	-0.6
CCN1C(=O)[C@H]2[C@@H](c3ccc(C)cc3)N3C(=O)N(c4cccc(Cl)c4)C(=O)[C@@]3(C)[C@H]2C1=O	-5.9	0.7	-0.1
O=C(CNc1cccc(S(=O)(=O)N2CCCC2)c1)Nc1ccc(C(F)(F)F)cc1	-5.2	10.8	10.3
COc1ccc(S(=O)(=O)N2CCOCC2)cc1NC(=O)COc1ccc2ccc(=O)oc2c1	-6.3	2.1	0.9
COc1cccc(-c2ncc3ccccc3c2COC(=O)N2CCCCC2)c1	-4.4	-1.5	-1.1
O=C(COC(=O)/C=C/c1cccc(C(F)(F)F)c1)NCCN1C(=O)CSC1=O	-6.3	1.7	1.6
Cc1ccc(CNc2ccc(N3CCN(C)CC3=O)cc2)cc1	-1.5	2.8	1.1
COc1ccc([C@H]2CC(=O)C=C(c3ccc4c(c3)OCCO4)C2)cc1	-4.4	0.2	1.9
CC(C)C(NC(=O)c1ccc(C(C)(C)C)cc1)C(=O)NCc1ccccn1 (centres undefined)	0.6	-1.6	-0.7
Cc1nn(Cc2ccccc2)c(C)c1C(=O)N1CCN(CC(=O)Nc2ccccc2Cl)CC1	-5.1	4.6	0.1
COc1ccc(NS(=O)(=O)c2cccc(C(=O)NNC(=O)c3ccccc3OC)c2)cc1	1.7	1.4	3.4
COc1cc(C(=O)NCC(=O)N2CC=C(c3ccccc3)CC2)cc(OC)c1OC	-3.8	-2.6	-1.7
CCN(CC)S(=O)(=O)c1cc(NC(=O)COC(=O)C2CCC2)ccc1C	-6.4	3.6	2.9
CCN(CC(=O)Nc1c(F)cccc1F)C(=O)CCN1C(=O)C2CCCCC2C1=O (centres undefined)	-1.9	0.7	-0.4
Cc1cc(=O)oc2cc(OCC(=O)N3CCCC3)ccc12	-1.6	0.1	0.5
Cc1ccc(S(=O)(=O)Nc2ccc3c(c2)C(=O)N([C@H](C)CO)C[C@H](C)[C@@H](CN(C)C(=O)Nc2ccc4c(c2)OCO4)O3)cc1	-0.3	-0.3	0.2
Cc1cc(C)c(-c2c(O)c3cccnc3n(C)c2=O)c(C)c1	2.3	-0.3	-0.1
CN(Cc1ccco1)C(=O)CSc1nn2c(=O)c(C(C)(C)C)nnc2s1	-4.0	-0.2	0.6
CC[C@H](CO)Oc1cc(NCc2ccc(Cl)c(Cl)c2)c2ncn(C(C)C)c2c1	-3.6	2.6	3.9
O=C(/C=C/c1cccc(Br)c1)OCC(=O)N1CCN(c2ccccc2)CC1	-2.3	0.1	1.6
CC(C(=O)Nc1ccc(C(N)=O)cc1)N1C(=O)c2ccccc2S1(=O)=O (centres undefined)	-5.6	0.1	-0.4
Cn1c(=NC(=O)CS(=O)(=O)c2ccccc2)sc2cc([N+](=O)[O-])ccc21	-3.1	4.1	0.8

New compounds follow:
canonical_smiles	GalR3 antag	OXTR ag	V1aR counter
CC(c1nc2ccccc2c(=O)[nH]1)N1CCCN(S(=O)(=O)c2ccc(F)cc2)CC1 (centres undefined)	-3.7	3.0	4.4
CCOc1ccc(C(=O)CCC(=O)Nc2cc(C)ccn2)cc1	-1.6	0.8	-0.4
O=C(CCN1C(=O)C2CC=CCC2C1=O)Nc1cccc(S(=O)(=O)N2CCCCC2)c1 (centres undefined)	-3.6	0.5	0.1
Cc1c(C(=O)NN2CCOCC2)cccc1[N+](=O)[O-]	-2.9	-0.3	0.9
OCC[C@H]1C[C@H](O)[C@@H](O)[C@]2(Cc3ccccc3CO2)O1	-2.8	0.0	0.8
Cc1cc(C(=O)Cn2cnc3ccccc3c2=O)c(C)n1C1CC1	-3.7	-0.4	0.0
C=C1CCN([C@@H](Cc2ccccc2)C(=O)NCc2ccccc2)S(=O)(=O)c2ccccc21	-5.8	-1.2	1.3
O=C(CN1C(=O)c2ccccc2C1=O)OCC(=O)N1CCCCC1	-5.8	0.8	0.9
Cc1ccc(-c2nn(-c3ccccc3)cc2C(=O)NCC2CCCO2)cc1 (centres undefined)	-2.5	-1.8	-1.6
COc1ccc(CCC(=O)Nc2cccc(S(=O)(=O)N3CCCC3)c2)cc1OC	-4.3	1.9	2.6
CC1CN(C(C)C(=O)NNC(=O)c2ccc(F)cc2)CC(C)O1 (centres undefined)	2.9	1.6	1.5
O=C1NC[C@H](c2ccccc2)OC(=O)[C@H](Cc2ccc(F)cc2)CC/C=C/C[C@@H]1CC(=O)N(CCO)Cc1ccccc1	-5.3	-0.9	2.0
CNC(=O)CC(CC(=O)c1ccccc1)c1ccccc1 (centres undefined)	-6.6	0.4	0.3
COCc1c(C(=O)OCC(=O)NCCc2ccc(S(N)(=O)=O)cc2)oc2ccccc12	-2.9	0.1	-0.1
C[C@@H]1CN([C@@H](C)CO)C(=O)c2cc(NS(=O)(=O)c3ccc(Cl)cc3)ccc2O[C@H]1CN(C)Cc1ccncc1	-5.0	0.5	1.6
COc1ccc(CNC(=O)c2ccc(N3CCC4(CC3)CC(c3ccc(Cl)cc3)=NO4)c(NC(=O)c3ccccc3)c2)cc1	2.5	0.8	0.4
Cc1noc(C)c1COc1ccc(C(=O)NCCc2ccc(S(N)(=O)=O)cc2)cc1	-3.8	0.6	0.6
CCOc1ccc(OCCC(=O)OCC(=O)NCc2ccc(Cl)cc2)cc1	0.0	-1.9	-0.8
O=C(NCc1ccccc1CN1CCCCC1)c1ccc(Cl)cc1N1CCCC1=O	-4.6	-0.2	0.0
Brc1ccc(COc2cccc3cccnc23)cc1	-3.0	-2.4	-1.8
COc1cc(-c2noc(C)c2C(=O)NCc2ccc3c(c2)OCO3)cc(OC)c1OC	-3.5	0.1	-0.1
CCOc1ccccc1NC(=O)CSc1nc(=O)n(CCCN2CCOCC2)c2c1CCC2	-5.3	-0.1	-0.3
Nc1cccc2c(O)cccc12	7.8	0.8	-0.4
COC(=O)C1=C(C)N(CCCC(=O)O)C(=O)NC1c1ccccc1OS(=O)(=O)c1ccc([N+](=O)[O-])cc1 (centres undefined)	-1.7	0.1	0.4

Compound activity as filed in PubChem.
